Runt-CBFb FRET = blocks binding of human RUNX1 Runt domain to CBFb; Q01196+Q13951; Cerulean-Runt/Venus-CBFb FRET ratio 530/480, 1 h; inhibition, % at 20 µM; actives 0.46% (n = 220,000); AID 1496;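 active = inhibition over about 50% at 20 µM in the single-dose screen, limit read from the data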;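 also: 0% = DMSO wells and 100% = excess unlabeled CBFb competitor control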
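Reagent – Venus-CBFb binding partner, 100 nM · Assay system – Cerulean-tagged RUNX1 Runt domain (FRET donor) fusion protein · Input – 100 nM per protein · Incubation – two 1 h room-temperature incubations shielded from light · Measured by – FRET fluorescence · Medium – Tris buffer pH 7.5 with salts and BSA · Benchmarks – unlabeled CBFb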
NPY2 pot ag = potentiates or activates human NPY-Y2 receptor; P49146; cells expressing NPY-Y2, potentiator/agonist read-out; activation, % at 3.6 µM; actives 0.45% (n = 220,000); in the data active = activation above about 27%;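 also: cells stimulated with NPY near EC25 plus isoproterenol at EC100; 0% = vehicle plus submaximal agonist and 100% = vehicle plus saturating agonist; some results beyond the cut were filed as inactive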
Target sequence (P49146 whole entry, looked up): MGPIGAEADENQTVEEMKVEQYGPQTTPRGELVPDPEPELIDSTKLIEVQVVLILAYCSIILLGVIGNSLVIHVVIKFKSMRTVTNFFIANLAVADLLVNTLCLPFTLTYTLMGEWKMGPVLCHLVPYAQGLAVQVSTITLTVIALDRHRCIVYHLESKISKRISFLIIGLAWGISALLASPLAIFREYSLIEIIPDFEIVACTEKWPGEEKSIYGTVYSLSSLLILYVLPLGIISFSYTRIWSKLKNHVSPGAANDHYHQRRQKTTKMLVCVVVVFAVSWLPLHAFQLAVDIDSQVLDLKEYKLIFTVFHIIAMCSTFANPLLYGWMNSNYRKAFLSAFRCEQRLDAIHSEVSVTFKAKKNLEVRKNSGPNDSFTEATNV
RBBP9 inh = inhibitors of human serine hydrolase RBBP9; O75884; recombinant RBBP9, FP-Rh probe fluorescence polarization; inhibition, % at 7.94 µM; actives 0.2% (n = 220,000);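 active = inhibition above the campaign mean of all tested compounds plus 3 SD, cut at about 14% in these data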;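 also: plate controls were DMSO wells with RBBP9 for no effect and wells lacking RBBP9 protein for full effect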
Target sequence (O75884 whole entry, looked up): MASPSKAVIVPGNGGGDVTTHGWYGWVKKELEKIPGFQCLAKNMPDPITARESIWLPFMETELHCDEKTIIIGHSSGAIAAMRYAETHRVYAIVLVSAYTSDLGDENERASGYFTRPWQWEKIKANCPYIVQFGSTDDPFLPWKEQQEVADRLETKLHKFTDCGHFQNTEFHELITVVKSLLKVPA
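Material: RBBP9 protein. Amount: RBBP9 at 2.5 µM in dispensed solution, before mixing. Schedule: 30 min then 45 min, 25 °C. Medium: Tris buffer pH 8.0, NaCl, Pluronic. Measured by: fluorescence polarization. Measure: percent inhibition from mP, scaled between DMSO and no-protein wells. Replication: one well per compound.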
BaF3 tox = parental Ba/F3 viability inhibition as JAK2V617F counter-screen. CellTiter-Glo ATP luminescence. inhibition, % at 5.6 µM. actives 1.1% (n = 220,000). AID 1486;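 active = inhibition above a per-campaign cutoff, the mean inhibition of all tested compounds plus 3 SD, cut at about 27% in these data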;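 also: 0% = DMSO wells and 100% = JAK Inhibitor I control wells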
NPY-Y1 PAM-ag = potentiates or activates human NPY-Y1 receptor. P25929. NPY-Y1 expressing cells, potentiator/agonist activation. activation, % at 3.6 µM. actives 0.37% (n = 220,000). AID 1304; in the data active = activation above about 33%, passing the limit was not always enough;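 also: cells stimulated with NPY at EC10 then isoproterenol at EC100; 0% = low agonist plus stimulus and 100% = saturating agonist plus stimulus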
Target sequence (P25929 whole entry, looked up): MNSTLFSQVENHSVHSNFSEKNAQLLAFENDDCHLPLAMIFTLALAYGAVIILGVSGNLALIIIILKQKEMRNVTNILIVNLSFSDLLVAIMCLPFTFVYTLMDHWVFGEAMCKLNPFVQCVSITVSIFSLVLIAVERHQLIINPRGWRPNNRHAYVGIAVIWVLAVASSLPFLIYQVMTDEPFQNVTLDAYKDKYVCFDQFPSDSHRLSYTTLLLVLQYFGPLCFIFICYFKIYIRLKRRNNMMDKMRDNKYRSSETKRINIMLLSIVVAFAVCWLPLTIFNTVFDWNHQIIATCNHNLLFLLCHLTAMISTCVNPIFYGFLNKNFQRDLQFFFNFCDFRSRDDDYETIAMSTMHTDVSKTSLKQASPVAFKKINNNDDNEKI
NPY-Y1 antag = NPY-Y1 (human) receptor antagonism; P25929; inhibition, % at 3.6 µM; AID 1040; actives 1% (n = 200,000); HEK293-CNG Y1 cells, membrane potential fluorescence; NPY at EC95, then isoproterenol;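 active = inhibition above the campaign mean inhibition of all tested compounds plus 3 SD, cut at about 20% in these data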;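 also: 0% = DMSO wells given NPY plus isoproterenol and 100% = isoproterenol alone without NPY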
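material = HEK293 cells with Y1 receptor plus CNG channel | also added = NPY 25 nM then isoproterenol 1 µM plus Ro 20-1724 25 µM | schedule = dye 3 h, compound 60 min room temperature, stimulation 45 min | measured by = membrane potential fluorescence | benchmarks = high control isoproterenol alone, low control NPY with isoproterenol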
S1P4 agonist = human S1P4 receptor agonism; actives 0.35% (n = 220,000); S1P4-expressing cell line, agonist reporter assay; AID 1509; O95977; activation, % at 4.98 µM; in the data active = activation above about 11%;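 also: 0% = DMSO vehicle and 100% = reference agonist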
Ba/F3 V617F tox = lowers viability of Ba/F3 cells expressing EpoR and JAK2V617F; ATP luminescence; actives 1.1% (n = 220,000); inhibition, % at 5.6 µM;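 active = inhibition above the campaign mean plus 3 SD over all tested compounds, cut at about 24% in these data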;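 also: cytokine-independent growth of Ba/F3 cells driven by EpoR plus mutant JAK2; 0% = DMSO-treated cells and 100% = JAK inhibitor I control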
S1P4 antagonist = antagonists of human S1P4 receptor; AID 1510; O95977; actives 0.26% (n = 220,000); inhibition, % at 4.98 µM; S1P4-expressing cells, antagonist mode, reporter read-out; in the data active = inhibition above about 29%;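 also: 0% = wells stimulated with agonist and 100% = vehicle wells without agonist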
* marks the source's active call; other numbers are inactive results; · = no result given.

SMILES	Runt-CBFb FRET	NPY2 pot ag	RBBP9 inh	BaF3 tox	NPY-Y1 PAM-ag	NPY-Y1 antag	S1P4 agonist	Ba/F3 V617F tox	S1P4 antagonist
CCN(CC)S(=O)(=O)c1ccc2[nH]c(=O)cc(C(=O)Nc3ccc(C)c(S(=O)(=O)N(CC)CC)c3)c2c1	-8	5	-24	5	15	-2	0.6	-3	-21
CN(C)c1ccc(-c2nc3n(n2)C(c2cccnc2)C2=C(CC(C)(C)CC2=O)N3)cc1 (configuration not stated)	-8	-10	7	10	-5	-7	-0.6	5	6
CCC1(C)Cc2c(sc3nc(SC)[nH]c(=O)c23)CO1 (configuration not stated)	0	4	-6	0	0	·	1.1	-3	-1
Cc1cc(C)nc(NS(=O)(=O)c2ccc(N3C(=O)C4CC=C(Cl)CC4C3=O)cc2)n1 (configuration not stated)	-1	1	0	5	30	7	-0.5	0	-8
CCOC(=O)c1c(NC(=O)C2CCCN(S(=O)(=O)c3ccccc3)C2)sc2c1CCCC2 (configuration not stated)	0	5	6	5	-9	-1	0.2	-1	-19
COc1ccc(C2=NN(C(=O)CN3CCCC3)C(c3ccc(OC)cc3)C2)cc1 (configuration not stated)	0	-10	-5	0	-29	·	40*	0	12
CCCCCCSc1nnc(N)s1	0	7	-8	3	-4	·	0.0	-2	-11
CSc1nc(C)cc(C)c1C#N	·	-28	-6	-2	23	2	1.1	-3	-18
CC(C)CC(=O)Nc1ccc(C(=O)COc2ccc(-c3nnco3)cc2)cc1	-2	6	-1	9	28	-3	-1.5	-3	-16
CCOC(=O)C1=C(C)NC(=O)NC1c1cccc(OC)c1OCc1ccccc1Cl (configuration not stated)	24	-15	2	5	3	14	-1.4	0	-2
Cc1cccc2sc(NC(=O)CCn3cccc3)nc12	5	-15	-1	6	-29	-3	0.3	1	-8
O=C(c1cccc(C(=O)N2CCN(Cc3ccccc3)CC2)c1)N1CCN(Cc2ccccc2)CC1	-1	1	-6	4	17	-2	2.1	2	-3
O=C(O)C1[C@H]2C(=O)N(C3CCCC3)C[C@]23C=C[C@H]1O3 (some centres not stated)	-1	4	0	1	1	6	1.4	0	2
Cc1ccccc1OCC(=O)Nc1sc2c(c1C#N)CCC2	0	-32	0	12	-21	3	-2.8	5	-10
Cc1ccccc1C(=O)OC1OC(=O)C(Cl)=C1Nc1ccc(C(=O)O)cc1 (configuration not stated)	0	-13	-2	9	-2	6	3.0	-2	-2
COC(=O)c1ccc(CN2C(=O)NC3(CCCc4ccccc43)C2=O)o1 (configuration not stated)	2	-1	0	4	11	3	1.0	-1	-4
Cc1ccc(C(=O)COC(=O)c2ccc(Br)o2)cc1C	-2	-4	-12	0	-10	-1	1.0	2	-4
CN1CCN(c2ccc([N+](=O)[O-])c(-n3nc(-c4ccccc4)c4ccccc4c3=O)c2)CC1	-3	-10	-10	4	-11	4	1.1	5	12
Cc1cccc(C)c1NC1=NC(C)(C)N=C(N)N1	-3	-8	-4	2	-8	-5	0.3	-1	-4
CC(C)c1nnc(NC(=O)C2CCN(c3cnccn3)CC2)s1	-3	-5	-9	-1	11	-1	-0.7	-3	-2
CC(C)CN(C(=O)COC(=O)c1nc(Cl)ccc1Cl)C1CCS(=O)(=O)C1 (configuration not stated)	0	3	-5	5	-3	0	-0.3	-2	-21
COc1ccc(-c2csc3nc(-c4ccc(C)cc4)oc(=O)c23)cc1OC	-13	9	0	7	-18	-8	6.6	0	-28
CCN(CC)S(=O)(=O)c1cccc(-c2nnc(SCCOc3ccccc3)o2)c1	-2	-20	-8	4	-60	24*	-0.2	2	4
O=C(CSc1nn(-c2ccccc2)c(=S)s1)NC1CCS(=O)(=O)C1 (configuration not stated)	2	10	6	5	16	1	-0.4	-3	-9
Cc1ccccc1OCCSc1nnc(C)n1-c1ccccc1	-2	1	1	3	-7	8	2.0	0	1
COc1ccc(OCc2nnc3n2N=C(c2ccc(OC)cc2)CS3)cc1	0	-3	-5	7	-6	7	-0.4	-2	-7
CCOC(=O)c1sc2nc(C)[nH]c(=S)c2c1C	-14	-3	-5	6	-11	1	0.8	-1	4
CC(NC(=O)/C=C/c1ccco1)c1nc2ccccc2n1Cc1ccccc1F (configuration not stated)	7	16	-3	9	-1	1	-0.8	-4	-12
Cc1ccc2nc(SCC(=O)c3ccc(Cl)s3)[nH]c2c1	2	-12	-1	1	-20	5	-3.5	0	1
COc1cccc(OC)c1C(=O)NNC(=O)c1cccc(COc2ccc3c(c2)CCC3)c1	-5	5	-2	3	0	1	1.7	2	-12
COc1ccc(N2C(=O)CSC2c2cccc(OC)c2OC)cc1 (configuration not stated)	-16	-11	-5	4	-16	2	-0.5	3	1
NC(=O)c1c(Nc2nc3c(F)cccc3s2)sc2c1CCCC2	117*	10	8	5	15	-5	1.7	1	-17
Cc1ccc(C(=O)NC(=S)NNC(=O)c2ccccc2[N+](=O)[O-])cc1	17	-5	-6	1	-16	-1	1.2	-5	-4
COc1ccc(OC)c(NC(=O)CC(Cc2ccccc2OC)C(=O)O)c1 (configuration not stated)	-2	-22	4	8	20	1	1.9	5	1
COc1cccc(NC(=O)CC2(CC(=O)O)CCCC2)c1	0	-27	-4	5	-39	7	-1.5	-3	-1
Cc1nc2ccc(NC(=O)N3CCSCC3)cc2s1	0	-7	0	4	-5	6	2.9	5	13
CN1CCN(c2nc3ccccn3c(=O)c2/C=C(\C#N)S(=O)(=O)c2ccc(Cl)cc2)CC1	0	8	-7	-1	5	·	2.3	3	2
FC(F)(F)c1cnc(N2CCCN(C(=S)Nc3ccccc3)CC2)c(Cl)c1	0	27	3	5	7	·	1.6	2	-13
Cc1ccc2nc(SCC(=O)N3CCN(c4ccccc4)CC3)[nH]c2c1	-1	-53	0	-3	-20	·	-0.6	-8	2
O=C(Nc1nc(-c2cccs2)cs1)c1cccc(S(=O)(=O)N2CCCCC2)c1	1	-36	-25	8	-13	16	0.7	1	1
N#CC(C#N)=C(N)CSc1cccc[n+]1[O-]	2	-4	-5	6	11	0	-2.6	-2	-6
O=C(Nc1nnc(-c2cccs2)o1)c1cccc(Oc2ccccc2)c1	1	-24	-5	2	-6	7	2.2	-1	32*
Cc1ccc(Cn2nc(C)c(NC(=O)CSc3nc4c(c(C(F)(F)F)n3)CCc3ccccc3-4)c2C)cc1	-6	-8	-8	8	-2	4	0.0	-4	-1
COc1ccc(Nc2oc(-c3ccccc3)nc2C#N)cc1	0	-8	1	3	15	2	-0.2	1	4
COc1ccc(NC(=O)CN2CCC(NC(=O)C3CCCCC3)CC2)cc1	-2	8	-8	1	27	-5	-0.3	-5	-6
Cc1ccnc(NCn2nnc3ccccc32)c1	-1	-11	-2	2	2	-1	-0.8	-3	-10
Cc1cc(C)cc(NS(=O)(=O)c2cnc(Cl)c(Cl)c2)c1	0	6	-1	5	15	-1	0.4	-2	5
c1n[nH]c(SCCCCSc2ncn[nH]2)n1	3	10	0	8	5	-3	-0.4	-1	-2
O=C(c1cc2c(ccc3ccccc32)o1)N1CCN(c2ncc(C(F)(F)F)cc2Cl)CC1	2	6	-5	0	5	9	0.4	0	7
CCOc1ccc(NC(=O)CSc2nnc(-c3ccccn3)n2C)cc1	-1	-2	-6	-1	0	-2	1.1	-2	-29

(list continues)
SMILES	Runt-CBFb FRET	NPY2 pot ag	RBBP9 inh	BaF3 tox	NPY-Y1 PAM-ag	NPY-Y1 antag	S1P4 agonist	Ba/F3 V617F tox	S1P4 antagonist
COc1ccc(OC)c(NC(=O)c2ccc3c(=O)n(CCc4ccccc4)c(=S)[nH]c3c2)c1	1	-17	-7	4	-21	5	0.3	1	-4
COC(=O)c1c(C)cc(OC(C)=O)c(C)c1OC(C)=O	1	-1	3	2	-2	10	1.0	0	4
Cc1c(Cl)cccc1N=Cc1ccc([N+](=O)[O-])s1	-1	-7	-7	1	18	-1	3.6	-1	-11
O=C(/C=C/c1c(F)cccc1Cl)Nc1ccncc1	-3	-2	-2	0	-1	-1	0.0	-3	-14
Cc1ccc(S(=O)(=O)N2CCOCC2)cc1C(=O)OC1CCCCC1=O (configuration not stated)	2	-15	-6	3	4	-3	0.6	0	-4
CC(=O)Nc1ccc(NC(=O)c2c([N+](=O)[O-])c(C(C)(C)C)nn2C)cc1	0	-11	-6	-3	-9	·	2.4	-2	2
COC(=O)c1ccc(OCC(O)CN(CCO)CC(O)Cn2ccc3ccccc32)cc1 (configuration not stated)	-4	-2	-8	8	-8	-6	2.7	3	-26
COc1ccc(-n2c(C)csc2=S)cc1	-1	-11	-6	0	-20	0	-1.2	-2	-2
CCOC(=O)Nc1nnc(Cc2ccc(Cl)c(Cl)c2)s1	-3	24	6	6	-17	0	0.3	1	-4
CCCCc1nc(N2CCOCC2)c(C#N)c2c1CCCC2	-2	0	-7	5	-4	7	-1.0	4	1

Shown as labelled records: part of the list above
SMILES: Cc1ccccc1OCCSc1nnc(C)n1-c1ccccc1
  Runt-CBFb FRET: -2	NPY2 pot ag: 1	RBBP9 inh: 1	BaF3 tox: 3	NPY-Y1 PAM-ag: -7	NPY-Y1 antag: 8	S1P4 agonist: 2.0	Ba/F3 V617F tox: 0	S1P4 antagonist: 1
SMILES: Cc1ccc(Cn2nc(C)c(NC(=O)CSc3nc4c(c(C(F)(F)F)n3)CCc3ccccc3-4)c2C)cc1
  Runt-CBFb FRET: -6	NPY2 pot ag: -8	RBBP9 inh: -8	BaF3 tox: 8	NPY-Y1 PAM-ag: -2	NPY-Y1 antag: 4	S1P4 agonist: 0.0	Ba/F3 V617F tox: -4	S1P4 antagonist: -1
SMILES: COC(=O)c1ccc(CN2C(=O)NC3(CCCc4ccccc43)C2=O)o1 (configuration not stated)
  Runt-CBFb FRET: 2	NPY2 pot ag: -1	RBBP9 inh: 0	BaF3 tox: 4	NPY-Y1 PAM-ag: 11	NPY-Y1 antag: 3	S1P4 agonist: 1.0	Ba/F3 V617F tox: -1	S1P4 antagonist: -4

(next part)
SMILES	Runt-CBFb FRET	NPY2 pot ag	RBBP9 inh	BaF3 tox	NPY-Y1 PAM-ag	NPY-Y1 antag	S1P4 agonist	Ba/F3 V617F tox	S1P4 antagonist
N#Cc1ccc(OCC(=O)NCCc2ccccn2)cc1	3	-11	-5	6	-8	-1	0.5	2	1
CCn1c2ccccc2c2cc(N=C3SC(CC(=O)Nc4ccccc4OC)C(=O)N3CCOC)ccc21 (configuration not stated)	7	7	1	-1	16	1	1.0	-3	-13
O=C(NC1CCCC1)C1CCC(=O)N1C1CCCCC1 (configuration not stated)	·	6	-1	10	-9	-4	-0.7	-1	-16
COc1ccc(-c2c[n+](CC(=O)N3c4ccccc4Sc4ccccc43)c3n2CCC3)cc1	-2	-2	-6	0	4	·	-0.1	-1	3
O=C(OCCN1C(=O)c2ccccc2C1=O)c1ccc(S(=O)(=O)N2CCCCCC2)cc1	-2	5	-6	-1	7	-2	2.7	0	0
CCc1cccc(CC)c1NC(=S)/C(=C(\[O-])c1ccc(Cl)s1)[n+]1ccccc1	1	-6	-1	7	-9	-1	3.1	1	1
O=C(O)c1cn(-c2ccccc2)nc1-c1ccncc1	-1	1	-1	3	-18	0	-3.1	2	-19

Compound activity: PubChem, several laboratories
